Screening data from PubChem BioAssay.
SV40 large T antigen: SV40 large T antigen inhibitors, biochemical (AID 1903) | one-dose inhibition, % at 20 µM; IC50 in µM for titrated hits | SV40 large T antigen ATPase/helicase inhibition assay; higher % means a stronger effect | 310,000 compounds, 0.39% hits; in the data active means a potency from the dose series; inconclusive means inhibition mostly from about 32% at the one dose, without a potency; inactive means the rest, 99 in 100 with inhibition below about 32%; further: strong numbers were not always called active
RSV antiviral HEp-2: RSV antiviral activity via CPE protection, HEp-2 cells, primary 10 µM value included (AID 2391); HEp-2 cells, RSV-induced CPE inhibition; higher % means a stronger effect; one-dose CPE inhibition, % at 10 µM; IC50 in µM for titrated hits; 310,000 compounds, 0.13% hits; in the data active means a potency from the dose series; inconclusive means CPE inhibition mostly from about 23% at the one dose, without a potency; inactive means the rest, 99 in 100 with CPE inhibition below about 21%; further: strong numbers were not always called active
NTR1 agonist: agonists of NTR1, primary screen, imaging, U2OS cells, beta-arrestin-GFP, high content (AID 493036) | Neurotensin receptor type 1 (Homo sapiens), P30989 | 330,000 compounds, 0.17% hits | NTR1-U2OS beta-arrestin-GFP spot imaging, agonist mode | activation, % at 20 µM;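 active means activation at or above 40% of the spot to cytoplasm intensity ratio, with at least 20 cells analyzed; inconclusive means wells under 20 cells, flagged as cytotoxic or low count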;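 further: 0% = DMSO without peptide and 100% = 100 nM NTR1 peptide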
Target sequence (P30989 whole entry, looked up): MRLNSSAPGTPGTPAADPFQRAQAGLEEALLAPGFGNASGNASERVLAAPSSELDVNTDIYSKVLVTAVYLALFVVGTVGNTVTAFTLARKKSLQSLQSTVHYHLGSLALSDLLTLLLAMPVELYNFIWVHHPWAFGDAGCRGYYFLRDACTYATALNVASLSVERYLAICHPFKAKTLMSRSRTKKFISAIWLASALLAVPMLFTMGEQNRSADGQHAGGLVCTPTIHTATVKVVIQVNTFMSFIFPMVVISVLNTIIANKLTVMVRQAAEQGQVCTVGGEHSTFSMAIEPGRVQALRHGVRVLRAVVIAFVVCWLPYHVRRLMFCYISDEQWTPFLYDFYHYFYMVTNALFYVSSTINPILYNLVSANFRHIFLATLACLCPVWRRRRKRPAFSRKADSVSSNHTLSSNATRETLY
Dengue-2 NS5 capping: Dengue-2 NS5 methyltransferase inhibitors, primary screen, biochemical, confirmation dose response (AID 588689); Genome polyprotein (Dengue virus type 2 (strain 16681-PDK53)); inhibition, % at 25 µM; hits with a dose series show IC50 in µM; 340,000 compounds, 0.3% hits; Dengue-2 NS5 methyltransferase capping enzyme assay, biochemical; higher % means a stronger effect; in the data active means a potency from the dose series; inconclusive means inhibition above about 29% without an active follow-up result
PhoP inhibition: inhibitors of PhoP regulon expression, primary screen, Salmonella Typhimurium, GFP reporter (AID 1863). S. Typhimurium PhoP-regulated promoter GFP reporter, 4 h; higher % means a stronger effect. inhibition, % at 50 µM, or IC50 in µM where a hit was titrated. 300,000 compounds, 0.16% hits;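 active means inhibition over 29.93%, a cutoff 3 SD above the screen mean, later confirmed by dose response; inconclusive means inhibition over 29.93% but no dose response follow-up; inactive means inhibition at most 29.93% or unconfirmed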;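 further: 0% = low Mg2+ inducing control and 100% = high Mg2+ repressing control; strong numbers were not always called active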
K1F lysis inhibition: inhibition of K1F phage lysis, E. coli UTI89, bacterial capsule biogenesis inhibitors, alamar blue (AID 488966) | E. coli UTI89 K1F phage lysis, alamar blue, 2 h; higher % means a stronger effect | inhibition, % at 100 µM, or IC50 in µM where a hit was titrated | 340,000 compounds, 0.02% hits;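 active means phage lysis inhibition, versus mean bacterial control, above a set limit; inconclusive means no clear call, values can overlap the other calls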;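 further: capsule biogenesis inhibitors block K1F phage lysis so surviving cells raise fluorescence; higher fluorescence means more inhibition of phage lysis; actives were called in the ten point dose series up to 300 µM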
West Nile virus CPE: West Nile virus antiviral activity, cell-based, CPE readout (AID 1621) | West Nile virus-infected cells, CPE inhibition; higher % means a stronger effect | 290,000 compounds, 0.02% hits | one-dose CPE inhibition, % at 10 µM; IC50 in µM for titrated hits; in the data active means a potency from the dose series; inconclusive means CPE inhibition mostly from about 3.7% at the one dose, without a potency; inactive means the rest, 99 in 100 with CPE inhibition below about 2.2%; further: strong numbers were not always called active
Rac1 GTP hydrolysis: MgcRacGAP GTPase-activating activity inhibitors, confirmation, biochemical, ADP Hunter fluorescence. Rac GTPase-activating protein 1 (Homo sapiens). MgcRacGAP-stimulated Rac1 GTP hydrolysis, ADP Hunter fluorescence; higher % means a stronger effect; GST-tagged Rac1 F28L mutant substrate. inhibition, % at 30 µM; hits with a dose series show IC50 in µM. 340,000 compounds, 0.6% hits;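 active means first-screen hits whose inhibition reached a set limit at any dose in the follow-up dose series; inconclusive means inhibition above the set first-screen limit but never retested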;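 further: fluorescence reports GDP produced by GAP-driven GTP hydrolysis; strong numbers were not always called active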
T cell HTS: modulators of CD8 T cell-vesicle binding, primary screen, mouse 2C CD8+ T cells, flow cytometry. AID 2052, 2009. calls only at 7 µM. 2C CD8+ T cell-vesicle binding; stronger effect = lower value. 330,000 compounds, 0.068% hits;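 active means response, share of CD8 T cells binding vesicles, and their 90th percentile fluorescence all below set limits, cut at about 80% in these data, passing the limit was not always enough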
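material = purified 2C TCR transgenic mouse naive CD8+ T cells | controls = Unloaded micro-vesicles (low), QL9 vesicles with 0.7% DMSO (high) | detection = cytometric PE anti-B7-1 and Alexa647 anti-CD8 signals after 1% paraformaldehyde fixation | incubation = binding step 1.5 h, 37 °C, antibody labelling 20 min, ice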
T cell HTS vesicle-bound %: further read-out of T cell HTS, marked with its call; double positive events, %; measured here: CD8+ vesicle-bound cell fraction;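 binding gate set so that unloaded-vesicle control wells show 10% double positive cells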
NTR1 agonist cell count 20 µM: recorded beside NTR1 agonist, whose call it bears; cell count; measured here: cell count, cytotoxicity flag
Dengue-2 NS5 capping pilot replicate: recorded beside Dengue-2 NS5 capping, whose call it bears; inhibition, %; measured here: pilot screen replicate inhibition
Numbers without * were called inactive; i = inactive; ? = inconclusive; / = not tested or not shown; [ ] = remark or other dose.

SMILES	SV40 large T antigen	RSV antiviral HEp-2	NTR1 agonist	NTR1 agonist cell count 20 µM	Dengue-2 NS5 capping	PhoP inhibition	K1F lysis inhibition	West Nile virus CPE	Rac1 GTP hydrolysis	T cell HTS	T cell HTS vesicle-bound %	others
COc1ccccc1C1=NOC(COC(=O)c2ccc(Br)cc2)C1 (stereo not given)	5.7%	2.0%	1.3	85	0.0%	5.9%	0.0%	-0.3%	-1.6%	i	40.8
Cc1ccc(C)c(Sc2ccc(S(=O)(=O)Nc3ccc(C(=O)O)cc3)cc2)c1	/	-0.2%	6.9	43	9.3%	/	0.6%[50 µM]	/	5.3%	i	33.0
CN1CCN(/N=C/c2nc(-c3ccccc3Cl)n3ccccc23)CC1	26.5%	1.2%	2.6	35	4.4%	-9.6%	0.1%	0.1%	21.2%	i	41.6
Cc1cc(C)c2cc(CN(CCO)C(=O)Nc3ccc(F)cc3)c(=O)[nH]c2c1	10.8%	3.3%	1.2	53	-1.4%	-1.4%	-0.1%	-0.2%	7.5%	i	26.1
Cc1ccnc(NC(=O)c2ccc3c(c2)C(=O)N(CC2CCCO2)C3=O)c1 (stereo not given)	-0.3%	1.3%	-0.3	40	-2.4%	-2.5%	0.0%	0.0%	11.2%	i	41.8
Cc1ccc(NC2=C/C(=N/S(=O)(=O)c3cccs3)c3ccccc3C2=O)cc1C	4.5%	1.3%	/	/	1.4%	18.1%	4.0%	0.5%	6.2%	i	42.0
COc1cccc(NC(=O)CN(C)C(=O)CSC(=S)N2CCCC2)c1	7.8%	0.2%	2.4	64	0.7%	3.3%	1.2%[50 µM]	/	2.8%	i	50.8
CCOc1ccc(Nc2c3ccccc3nc3ccccc23)cc1	10.7%	17.3%	13.6	53	-0.3%	77.7µM*	1.5%[50 µM]	11.3%	16.4%	i	27.1
Cc1cc(C(C#N)c2ccccc2)n2ncnc2n1 (stereo not given)	19.8%	3.4%	-0.2	92	2.4%	-1.7%	-0.7%	0.3%	21.1%	i	49.4
COc1ccc(OCC(=O)Nc2ccc(S(=O)(=O)N(C)c3ccccc3)cc2)cc1	/	/	2.5	45	2.9%	/	0.0%	-0.8%	6.0%	/	/
CC1CCCC(C)N1C(=O)c1ccc(S(=O)(=O)NCc2ccco2)cc1 (stereo not given)	-2.4%	11.3%	12.1	50	-5.0%	-1.2%	-0.1%	-0.4%	3.6%	i	31.5
O=[N+]([O-])c1ccc2sc(SCc3nc4ccccn4c3Br)nc2c1	6.2%	6.7%	7.8	72	/	-4.5%	/	-0.4%	/	i	38.4
C/C(=N/NC(=O)c1cc(C)[nH]n1)c1ccncc1	-6.4%	0.5%	-1.3	59	2.5%	10.0%	0.0%	0.2%	3.9%	i	23.5
O=C(c1cc(-c2ccccc2)n[nH]1)N1CCc2c([nH]c3ccccc23)C1c1ccccn1 (stereo not given)	7.0%	?	2.8	37	-3.7%	-7.6%	-0.4%	0.7%	5.3%	i	61.1
CCOC(=O)C(CCCCCOc1ccccc1[N+](=O)[O-])C(=O)OCC	5.2%	1.2%	-0.6	51	-8.0%	9.8%	2.9%	-0.1%	6.4%	i	38.1
O=C(O)C1CCN(c2ncccn2)CC1	3.5%	-0.3%	-0.6	49	3.2%	-4.7%	1.3%	0.2%	13.3%	i	51.9
CC(=O)CSc1ccc(-c2nc3ccccc3[nH]2)cn1	10.5%	1.3%	2.4	86	-1.3%	-8.1%	0.2%	-2.1%	7.7%	i	48.4	Dengue-2 NS5 capping pilot replicate=3.6
CCOC(=O)C1(Cc2ccccc2C(F)(F)F)CCN(C(C)CSC)CC1 (stereo not given)	8.5%	-1.4%	-1.8	48	1.2%	/	0.4%	-0.6%	12.9%	i	35.4
O=C(CSc1ccccc1)Nc1nnc(-c2ccco2)o1	24.9%	1.2%	-0.8	47	-8.2%	0.6%	3.5%[50 µM]	/	6.3%	i	45.0
O=C(NCc1ccc(F)cc1)C1CCCN1C(=O)Nc1cccc(F)c1 (stereo not given)	6.2%	-2.2%	-0.2	73	3.5%	-6.0%	0.4%	0.0%	10.2%	i	50.0
CCOc1ccccc1NC(=O)CSc1nc(=O)n(CCCN2CCOCC2)c2c1CCCC2	6.0%	-2.5%	-0.2	66	-4.3%	-4.5%	1.4%[50 µM]	/	23.0%	i	31.7
Cc1ccc2nc(-c3ccc(NC(=O)CN4CCN(C(=O)c5ccco5)CC4)cc3)sc2c1	11.4%	11.4%	17.1	63	-6.2%	-15.0%	1.8%	-0.4%	5.4%	i	17.2
COc1cccc(N2CCN(C(=O)/C=C/c3ccco3)CC2)c1	3.3%	-2.2%	-1.0	19	1.6%	-0.6%	0.0%	-0.7%	-1.5%	i	52.3
COc1cc(C(=O)N2CCN(Cc3ccccn3)CC2)cc(OC)c1OC	1.9%	6.4%	-0.1	91	1.3%	-3.7%	0.1%	-0.4%	26.1%	i	60.4
CCN(Cc1ccccc1)C(=O)c1cccc(S(=O)(=O)N2CCN(c3ccc(F)cc3)CC2)c1	6.7%	?	2.1	50	-1.5%	-1.3%	-0.1%[50 µM]	/	11.5%	i	55.4
Cc1c(N2C(=O)/C(=C\c3ccccc3O)SC2=S)c(=O)n(-c2ccccc2)n1C	45.2µM*	-0.1%	2.8	61	3.9%	0.0%	0.1%	0.4%	3.9%	i	28.7
CCOC(=O)c1csc(NC(=O)COc2ccc(Cl)cc2Cl)n1	4.3%	12.5%	5.9	43	-1.5%	-0.2%	-4.0%	-0.3%	7.6%	i	41.1
CCC(=O)OCC(=O)Nc1ncc(C(F)(F)F)cc1Cl	9.6%	1.9%	0.4	60	0.8%	-8.5%	0.0%	0.2%	0.5%	i	27.4
CC(C)(C)c1ccc(OCC(O)CSc2ncn[nH]2)cc1 (stereo not given)	3.1%	0.5%	5.0	44	-4.1%	-5.0%	-0.1%	0.1%	11.7%	i	56.6
CS(=O)(=O)c1ccc(Cl)c(NC(=O)CCc2ccccc2)c1	7.8%	0.0%	-1.2	35	0.0%	8.6%	-0.4%	-0.3%	6.7%	i	54.4
COc1ccc(C(C(=O)NCCC(C)C)N(CCN2CCOCC2)C(=O)Cn2nnc3ccccc32)c(OC)c1 (stereo not given)	0.3%	-1.0%	1.4	92	0.0%	3.2%	0.5%	-0.5%	8.0%	i	56.8
CC(N=c1ccccn1C(=O)Nc1cccc(C(F)(F)F)c1)c1ccco1 (stereo not given)	8.3%	2.0%	-0.7	70	-4.8%	2.7%	-0.6%	/	2.2%	i	11.1
CC(C)(CO)NCc1cccc(OCc2ccc(Cl)cc2)c1	0.5%	-0.4%	-1.0	75	-1.4%	17.7%	10.3%	0.1%	-2.0%	i	31.5
Cc1cc(C)n(-c2nc3ccccc3nc2N2CCOCC2)n1	0.7%	0.6%	-0.3	56	0.0%	-9.3%	0.2%	/	0.2%	i	45.6
Nc1ncn(C(=O)c2ccco2)n1	9.4%	1.8%	2.8	53	-2.4%	2.4%	-3.4%	-0.2%	12.3%	i	51.9
O=C(/C=C/c1ccccc1Cl)N1CCN(c2ncccn2)CC1	-41.6%	0.8%	0.2	59	-6.5%	14.8%	5.8%	-0.3%	9.8%	i	52.6

The final two entries of the part before are carried over, then new ones follow.
SMILES	SV40 large T antigen	RSV antiviral HEp-2	NTR1 agonist	NTR1 agonist cell count 20 µM	Dengue-2 NS5 capping	PhoP inhibition	K1F lysis inhibition	West Nile virus CPE	Rac1 GTP hydrolysis	T cell HTS	T cell HTS vesicle-bound %	others
Nc1ncn(C(=O)c2ccco2)n1	9.4%	1.8%	2.8	53	-2.4%	2.4%	-3.4%	-0.2%	12.3%	i	51.9
O=C(/C=C/c1ccccc1Cl)N1CCN(c2ncccn2)CC1	-41.6%	0.8%	0.2	59	-6.5%	14.8%	5.8%	-0.3%	9.8%	i	52.6
Cc1c(-c2cccs2)[n+](=O)c2c(n1[O-])CCCC2	5.4%	0.0%	-0.4	73	-4.1%	-11.2%	0.3%	-0.1%	7.2%	i	39.3	Dengue-2 NS5 capping pilot replicate=-0.3
Cc1onc(C(=O)NN)c1C(=O)N1CCN(C(c2ccccc2)c2ccccc2)CC1	18.6%	1.6%	0.3	52	5.9%	1.3%	-0.5%	0.1%	8.7%	i	52.4
C/C(N)=C(/C#N)C(=O)CSc1nc2cc(Cl)ccc2s1	6.2%	18.8%	5.6	63	0.7%	2.8%	-0.1%	1.7%	3.4%	i	7.6
Cc1ccc(CN2CC(C(=O)N3CCN(S(=O)(=O)c4c(F)cccc4F)CC3)CC2=O)cc1 (stereo not given)	3.6%	1.1%	1.8	57	-1.5%	6.3%	0.2%[50 µM]	/	-1.0%	i	51.9
Cc1ccc(C)c(S(=O)(=O)N2CCN(C(=O)CN3C(=O)C4CC=CCC4C3=O)CC2)c1 (stereo not given)	/	/	0.1	71	1.4%	/	1.1%[50 µM]	/	2.8%	/	/
CC(NC(=O)c1ccc(N2CCCC2)c([N+](=O)[O-])c1)c1ccc(S(N)(=O)=O)cc1 (stereo not given)	13.1%	2.1%	-0.2	53	4.2%	5.3%	-0.2%	0.7%	7.9%	i	55.5
COC(=O)c1ccccc1NC(=O)C(CCS(C)(=O)=O)NC(C)=O (stereo not given)	-3.5%	0.5%	-0.4	55	-15.0%	-0.6%	1.0%[50 µM]	0.2%	5.1%	i	21.2
COCc1cc(=O)[nH]c(/N=C(\N)Nc2c(F)cccc2F)n1	10.1%	7.7%	0.2	38	/	-11.2%	/	-0.1%	/	i	61.5
COc1cccc(/C=N/c2oc(-c3ccccc3)cc2C#N)c1O	14.6%	9.4%	-0.4	88	-6.5%	5.4%	0.9%	0.1%	26.0%	i	64.4
CCN(C(=O)c1ccc(NC(=O)c2ccco2)cc1)c1ccccc1	28.0%	1.2%	0.9	60	-0.6%	-3.5%	-0.1%	-0.3%	9.2%	i	67.1
CCOc1ccccc1NC(=S)N1CCC(c2nc3ccccc3o2)CC1	28.1%	1.1%	0.4	99	3.6%	7.6%	0.4%	-1.4%	4.7%	i	69.0
